Compound activity as filed in PubChem.
Peg3 promoter – inhibitors of Peg3 promoter. inhibition, % at 20 µM. AID 588405. 360,000 compounds, 1.7% hits. HeLa PEG-Prom luciferase reporter, luminescence, overnight;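 active means inhibition of at least 50% at 20 µM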
TRAIL sens C8 – caspase-8 TRAIL sensitization. NB7+C8 cells + TRAIL, ATPlite viability luminescence. inhibition (viability loss, TRAIL sensitization), % at 10 µM. 360,000 compounds, 1% hits. AID 624354;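 active means compounds causing at least 50% loss of cell viability in the single-dose screen, relative to plate controls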
TRPM1 prom inh – MITF TRPM1 promoter inhibition in SK-MEL-5 cells | 330,000 compounds, 0.83% hits | SK-MEL-5 TRPM1 promoter luciferase, 24 h | inhibition, % at 12.5 µM;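 active means mean inhibition across replicates of 60% or more, whatever share of single replicates reaches that level; inconclusive means some that reach 60%, reason not given; inactive means mean inhibition across replicates below 60%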; further: values of inactives mirror those of a sister screen read the other way
TROY signal inh – inhibitors of TROY-dependent NF-kB signaling; 360,000 compounds, 0.98% hits; inhibition, % at 10 µM; Q293 LMP1-TROYcd NF-kB luciferase reporter, 4 h;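 active means compounds whose plate-normalised and pattern-corrected inhibition of the luciferase reporter signal at the single screening dose is 50% or more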
NR2E3 ag-1 – agonists of human NR2E3 nuclear receptor; CHO-S Gal4-NCOR/VP16-NR2E3 two-hybrid, luciferase; inhibition of corepressor binding, % at 3.98 µM; 360,000 compounds, 0.35% hits; AID 602229;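 active means inhibition above the mean of all tested compounds plus 3 SD, cut at about 70% in these data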;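 further: 0% = DMSO with NR2E3 transfected cells and 100% = cells lacking NR2E3 construct; higher means lower luciferase signal from less NR2E3 corepressor binding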
Target sequence (Q9Y5X4 whole entry, looked up, the tested form may be a part): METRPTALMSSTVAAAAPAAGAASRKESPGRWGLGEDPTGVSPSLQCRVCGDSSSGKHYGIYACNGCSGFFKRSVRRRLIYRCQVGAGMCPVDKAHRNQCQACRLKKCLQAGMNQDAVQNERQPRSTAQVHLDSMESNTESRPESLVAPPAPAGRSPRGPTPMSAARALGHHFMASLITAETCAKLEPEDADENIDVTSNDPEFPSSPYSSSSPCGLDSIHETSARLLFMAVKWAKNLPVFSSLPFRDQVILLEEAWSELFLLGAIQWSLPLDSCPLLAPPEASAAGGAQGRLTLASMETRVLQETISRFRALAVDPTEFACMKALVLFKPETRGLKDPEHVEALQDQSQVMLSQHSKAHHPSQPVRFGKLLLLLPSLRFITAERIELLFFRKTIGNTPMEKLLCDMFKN
HIF-2a inh – blocks HIF-2a reporter activity. AID 624352. 360,000 compounds, 0.72% hits. 786-0 RCC cells HIF-2a reporter, luciferase luminescence, overnight. inhibition, % at 18.8 µM;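 active means inhibition of the luminescence signal of 40% or more relative to plate controls, in a single-dose primary screen at 18.75 µM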
CF NFkB block – blocks PAF-induced NF-kB reporter in cystic fibrosis cells; AID 588850; 360,000 compounds, 0.86% hits; inhibition, % at 5 µM; KKLEB NF-kB-GFP reporter, GFP fluorescence overnight;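 active means at least 50% inhibition at 5 µM, scaled per plate between neutral and stimulator controls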;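 further: PAF is a Pseudomonas aeruginosa culture filtrate used as stimulus; plate controls were PAF-stimulated DMSO wells for no effect and unstimulated DMSO wells for full effect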
KKLEB tox – counter-screen for CF NF-kB inhibitors: cytotoxicity | KKLEB CF airway cells viability, ATPlite luminescence, overnight; active compounds read low; cells stimulated with P. aeruginosa culture filtrate | activity change (cytotoxicity), % at 5 µM | 360,000 compounds, 0.36% hits;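 active means corrected activity change at or below -50% at 5 µM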
TWEAK Fn14 block – inhibitors of TWEAK-Fn14 interaction signaling; TWEAK-stimulated Fn14 reporter cells, luciferase luminescence, 8 h; 360,000 compounds, 2% hits; inhibition, % at 10 µM; in the data active means inhibition above about 50%
NR2E3 ag-2 – agonists of human nuclear receptor NR2E3; Q9Y5X4; GST-NR2E3/biotin-RetCOR TR-FRET, 1536-well; inhibition of corepressor binding, % at 4.78 µM; 320,000 compounds, 0.12% hits; AID 2300;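 active means percent inhibition above the cutoff of mean plus 3 SD of all tested compounds, set per screening campaign, cut at about 20% in these data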;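 further: 0% = DMSO wells and 100% = biotin wells as full block of FRET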
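Material – GST-tagged NR2E3 plus biotinylated RetCOR corepressor · Quantity – NR2E3 fusion 1.35 nM · Times – 5 h incubation at 4 °C · Medium – pH 7.5 Tris-based buffer · Technique – TR-FRET, Eu(K)-anti-GST donor, streptavidin-D2 acceptor, ex 340, em 617/671 nm · Benchmarks – high control biotin, low control 0.6% DMSO · Format – 1536-well plates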
Shn3 3UTR inh – Schnurri-3 reporter inhibition in Clone20 osteoblasts. Clone20 osteoblast Shn3 3'UTR firefly luciferase, 24 h. AID 588674. inhibition, % at 12.5 µM. 360,000 compounds, 0.52% hits;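 active means mean inhibition of at least 75% with every replicate also reaching 75%; inconclusive means mean inhibition at least 75% but some replicate below; inactive means mean inhibition below 75%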;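 further: 0% = median of neutral control wells and 100% = pilot-screen positive control compound; some compounds past the cut are filed as inactive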
An asterisk follows results filed as active; u = inconclusive; x = not tested or not shown.

SMILES	Peg3 promoter	TRAIL sens C8	TRPM1 prom inh	TROY signal inh	NR2E3 ag-1	HIF-2a inh	CF NFkB block	KKLEB tox	TWEAK Fn14 block	NR2E3 ag-2	Shn3 3UTR inh
CN(C)N1C(N)=C(C#N)C(c2ccc(F)cc2)C2=C1CC(C)(C)CC2=O (stereo not drawn)	-6	-1	8	-13	-14	7	3	3	6	-1	-23
CC1=CC(C)(C)N(C(=O)c2ccccc2)c2ccccc21	2	-3	-1	-4	-13	18	24	1	9	-1	3
O=C(CSc1ccccn1)c1ccc(F)cc1	-167	-4	-52	-40	-27	-166	-8	12	-26	2	-50
COC(=O)CSc1nc2ccc(C)cc2cc1C#N	-311	24	-49	-21	-123	-311	-58	11	4	-3	-113
CCOC(=O)c1ccc2c(c1)NCc1cccc(OC)c1O2	-205	18	-37	-2	-122	-204	0	0	24	1	-26
Cc1ccc(/C=N/NC(=O)Cn2nc(C)c([N+](=O)[O-])c2C)o1	8	-14	6	-6	-7	17	2	-11	-2	-2	-11
COc1cc(CN2CCCC(C(=O)c3ccccc3SC)C2)cc(OC)c1 (stereo not drawn)	12	4	5	1	-38	13	0	5	-1	1	22
NCCOc1ccccc1OCCN	6	-4	7	4	-5	6	7	6	-15	0	12
CCc1ccc(OCc2nc(-c3ccccn3)no2)c(Br)c1	-141	55*	-61	45	-147	-76	-25	-13	59*	2	-7
CC(=O)N(/N=C1\Sc2ccccc2C1=O)c1ccc(C)cc1C	30	41	45	38	67	22	-4	-29	91*	-1	64
COC(=O)Cc1ccc(NC(=S)NCc2ccc(OC)cc2)cc1	-53	-9	-15	2	-24	-79	5	-5	-2	1	0
Cc1ccc(CN2CC(C(=O)N3CCN(S(=O)(=O)c4ccc(C(C)C)cc4)CC3)CC2=O)cc1 (stereo not drawn)	17	12	8	-27	-16	22	10	9	1	2	3
C[C@H](NC(=O)c1[nH]cnc1C(=O)N[C@@H](C)CO)c1ccccc1	2	6	x	-3	-26	3	-32	13	5	x	1
COc1ccc(-c2sc3ccccc3c2/C=C/c2ccc(OC)c(OC)c2)cc1	-25	13	-10	-45	-11	-63	8	6	-8	x	-15
Cc1cc(=O)[nH]c(Nc2ccc(N(C)C)cc2)n1	11	4	1	1	10	-11	-8	19	20	-5	-13
Cc1ccc(S(=O)(=O)NCCC(=O)Nc2cc(S(=O)(=O)N(C)C)ccc2C)cc1C	8	-12	11	31	-35	9	-1	6	32	-2	32
Cc1cccc(S(=O)(=O)Nc2cccc3c2C(=O)c2ccccc2-3)c1	18	2	0	2	-4	3	-1	4	7	9	13
COc1ccc(C(=O)Nc2ccccc2C(=O)N/N=C/c2ccccc2OC)cc1	-157	45	-12	12	-28	-61	-12	-26	11	0	-84
COc1ccc(NC(=O)CSc2nc3ccsc3c(=O)n2CCC(=O)O)cc1	9	-4	x	-10	-23	5	-12	-22	-7	x	-12
Cc1c(N2C(=O)/C(=C3/C(=O)N(C)c4ccccc43)SC2=S)c(=O)n(-c2ccccc2)n1C	49	-1	8	-1	0	-4	11	-12	15	-2	-19
CCc1nnc(NC(=O)CSc2nc(C)cc(C)c2C#N)s1	-156	73*	-19	-28	-82	-215	-27	-8	-2	-3	-43
ClCCn1c(CCl)nc2ccc(Cl)cc21	3	-12	x	-1	-50	9	15	9	15	x	-2
O=C(CCS(=O)(=O)c1ccccc1)Nc1nc(-c2cccs2)cs1	-17	15	x	-5	0	-13	16	-5	8	6	8
Cn1c(=O)c2c(ncn2CC(=O)Nc2ccc(N3CCOCC3)cc2)n(C)c1=O	-7	-18	13	17	-2	0	5	4	3	-2	-9
CN1C[C@@H]2C(c3ccccc3)C3(c4ccccc4)CC2(C3)[C@H]1c1ccccc1 (stereo partly drawn)	-2	10	2	-11	-7	-14	4	5	-3	-3	16
O=C(c1ccccc1[N+](=O)[O-])N1CCN(c2ccc(N3CCOCC3)nn2)CC1	-10	6	-9	-15	-24	5	14	-3	2	-4	7
O=C(NCCc1ccc2c(c1)OCCO2)c1cccc(S(=O)(=O)N2CCCC2)c1	22	3	-8	3	22	2	4	-2	10	4	-16
O=C(N/N=C/c1ccccc1O)c1ccncc1	17	20	15	-15	-7	-1	-8	4	-24	-1	20
Cc1cc(N2CCOCC2)nc2ccc(NC(=S)N3CCCCC3C)cc12 (stereo not drawn)	-46	2	0	19	-3	-102	17	-1	-3	2	-2
COc1ccc(Nc2nc(N3CCCC3)nc(N3CCCC3)n2)c(OC)c1	9	-2	-1	12	-15	5	4	0	20	-3	-10
Cc1ccc(OCc2ccc(C(=O)N3CCCC3)o2)cc1C	-151	-4	-8	-4	-88	-181	6	-6	-33	-3	-19
O=C(COC(=O)CCOc1ccccc1)NCCc1ccccc1	1	6	-5	-7	7	1	-19	7	11	2	-11
CN(C(=S)NC(=O)c1ccc(F)cc1)C1CCCCC1	-23	23	-11	0	-16	-27	-17	-2	-21	-1	-17
Cc1ccc(C(c2nnnn2C(C)(C)C)N(Cc2ccco2)Cc2cccs2)cc1 (stereo not drawn)	31	17	-5	12	-10	17	7	-3	25	1	24
COc1cccc(C(=O)O/N=C(\N)c2ccc([N+](=O)[O-])cc2)c1OC	-217	12	-81	-61	-47	-177	-20	-4	-39	-2	-65
COc1cccc(OCc2ccc(Cl)cc2)c1C#N	-221	59*	-61	-12	-218	-200	-13	-32	27	4	-30
OCCN1CCN(c2cc(C(F)(F)F)nc3ccccc23)CC1	-1	-10	0	-16	-16	15	-5	6	-24	1	-3
CN(Cc1ccccc1)c1nc2c(c(=O)[nH]c(=O)n2C)n1C	0	10	-18	10	-5	9	14	8	-5	3	-3
Cc1ccccc1NC(=O)CCCn1nc(C)c2c(C)n(-c3ccccc3)nc2c1=O	11	1	13	4	-2	15	-1	-4	2	-1	0
COc1ccc2c(c1)CCc1c(C(=O)N3CCOCC3)noc1-2	-254	10	-69	-26	-126	-205	10	-10	10	2	-54

Grouped by structure, those above containing a Cl atom (2)
SMILES	Peg3 promoter	TRAIL sens C8	TRPM1 prom inh	TROY signal inh	NR2E3 ag-1	HIF-2a inh	CF NFkB block	KKLEB tox	TWEAK Fn14 block	NR2E3 ag-2	Shn3 3UTR inh
ClCCn1c(CCl)nc2ccc(Cl)cc21	3	-12	x	-1	-50	9	15	9	15	x	-2
COc1cccc(OCc2ccc(Cl)cc2)c1C#N	-221	59*	-61	-12	-218	-200	-13	-32	27	4	-30

The list goes on.
SMILES	Peg3 promoter	TRAIL sens C8	TRPM1 prom inh	TROY signal inh	NR2E3 ag-1	HIF-2a inh	CF NFkB block	KKLEB tox	TWEAK Fn14 block	NR2E3 ag-2	Shn3 3UTR inh
CCOc1ccc(N(CC(=O)Nc2ccccc2C(=O)N2CCOCC2)S(=O)(=O)c2ccc(F)cc2)cc1	-6	-9	6	4	-13	8	-5	5	0	4	-2
Cc1ccc(NC(=O)COC(=O)CCc2nc3ccccc3n2-c2ccccc2)c(C)c1	10	-10	1	13	2	10	3	8	1	-3	-8
CCc1ccccc1N(C(=O)c1cccs1)C1C=CS(=O)(=O)C1 (stereo not drawn)	6	-12	3	1	-5	-6	8	1	12	5	-6
COc1ccc(C(=O)OCC(=O)Nc2ccc3[nH]c(=O)[nH]c3c2)cc1	-7	-4	-5	4	-10	-5	5	2	-2	2	u
CCC(C(=O)NC1CCCC1)N(C(=O)Cn1nnc(-c2ccc(C)o2)n1)c1ccc(OC)c(OC)c1 (stereo not drawn)	-3	6	2	5	-14	12	12	-10	37	6	-14
CCOc1ccccc1/C=C/C(=O)NCC(=O)N1CCC(N(C)C2CCCCC2C)CC1 (stereo not drawn)	-8	3	6	-11	-1	5	-6	6	3	-1	7
Cn1cccc1/C=N/NC(=O)CSc1nc2ccccc2[nH]1	-21	-16	x	12	-43	-21	-8	-4	19	-2	-6
O=C(/C=C/NCc1cccnc1)c1ccc(-c2ccccc2)cc1	-185	0	-43	-33	-124	-197	14	-2	-3	-1	-37
COc1ccccc1CN1C(=O)[C@@H]2C(CC(N)=O)NC3(C(=O)Nc4c3ccc(Cl)c4C)[C@@H]2C1=O (stereo partly drawn)	17	9	-1	4	3	3	3	1	9	2	6
O=C(CCN1CCN(CCO)CC1)Nc1ccc(OCc2ccccc2)cc1	0	5	-4	5	-13	-2	8	6	-3	-1	-22
Cc1ccc(NC(=S)NNC(=S)Nc2ccc(C)cc2C)cc1	-11	-42	19	-22	5	-60	57*	2	-9	1	-5
COc1ccc(N2CCN(C(=O)C(CCSC)N=C3NS(=O)(=O)c4ccccc43)CC2)cc1 (stereo not drawn)	6	11	6	13	-14	7	-7	-3	-15	-2	9
CCN(CC)C(=O)c1sc(NC(=O)c2cccnc2)c(C(=O)OC)c1C	12	4	0	-5	-7	18	-3	4	3	-4	-4
CCCCn1nc(C(=O)N[C@@H](CCSC)c2nc3ccccc3[nH]2)c2ccccc2c1=O	-6	3	0	-9	-15	-26	-3	-3	-33	-2	-6
Cc1nnc2n1N=C(c1ccc(F)cc1F)CS2	8	-5	8	-10	-20	0	11	-10	12	0	-16
Cc1ccc(C(OCC(O)CN2CCCCC2CO)c2ccccc2)cc1 (stereo not drawn)	8	-6	-8	5	-7	18	6	-13	7	0	38
Cc1noc(C)c1COc1ccc(C(=O)OCC(=O)NC(=O)C2COc3ccccc3O2)cc1 (stereo not drawn)	-3	-17	-33	-4	-14	5	2	-6	-9	x	-15
COc1cc(OC)cc(C(=O)NCC(=O)N2CCN(S(=O)(=O)c3ccccc3F)CC2)c1	18	-2	12	-4	-7	-1	16	-6	-1	x	-6
CC(C)CC1C(=O)N(Cc2cn(CCC3OCCCO3)nn2)CCS(=O)(=O)N1Cc1ccc(-c2ccc(Cl)cc2)cc1 (stereo not drawn)	22	-8	x	6	-9	3	7	-12	17	x	9
N/C(=N\OC(=O)C1CCCCC1)c1ccncc1	-19	0	-9	-7	2	-21	-6	8	-9	2	-34
O=C(/C=C/c1ccccc1)C1=C(O)C(=O)N(CCO)C1c1ccc2c(c1)OCO2 (stereo not drawn)	-7	2	7	20	4	15	16	-9	7	6	-2
CC(NCc1ccc(S(N)(=O)=O)cc1)C(=O)Nc1cc([N+](=O)[O-])ccc1Cl (stereo not drawn)	-1	-7	1	-18	26	11	-15	0	2	2	-15
Cc1ccc(S(=O)(=O)N2CCN(CC(=O)N3CCOCC3)CC2)cc1	6	-2	-4	-6	-34	5	31	-21	-13	-3	-10
CN=C1SC(C(=O)O)CC(=O)N1C (stereo not drawn)	7	-6	-1	-1	14	16	-9	13	-11	2	-39
CCOC(=O)N/N=C/C=C/c1ccccc1	-103	-7	-26	-28	-13	-92	-6	16	-17	-15	-40

These rows are one share of the data (hit frequency here may not be typical).
